# Source: PubChem BioAssay
# KAT2A inh – GCN5L2 (KAT2A) acetyltransferase inhibition; Potency, µM (top dose mostly 58.9 µM), for inactives: top-dose activity change, negative = inhibition, hits mostly inhibitors; GCN5L2 HAT assay, ThioGlo1 CoA-SH fluorescence; Q92830; 390,000 compounds, 0.21% hits; AID 504327
# Target sequence (Q92830 whole entry, looked up): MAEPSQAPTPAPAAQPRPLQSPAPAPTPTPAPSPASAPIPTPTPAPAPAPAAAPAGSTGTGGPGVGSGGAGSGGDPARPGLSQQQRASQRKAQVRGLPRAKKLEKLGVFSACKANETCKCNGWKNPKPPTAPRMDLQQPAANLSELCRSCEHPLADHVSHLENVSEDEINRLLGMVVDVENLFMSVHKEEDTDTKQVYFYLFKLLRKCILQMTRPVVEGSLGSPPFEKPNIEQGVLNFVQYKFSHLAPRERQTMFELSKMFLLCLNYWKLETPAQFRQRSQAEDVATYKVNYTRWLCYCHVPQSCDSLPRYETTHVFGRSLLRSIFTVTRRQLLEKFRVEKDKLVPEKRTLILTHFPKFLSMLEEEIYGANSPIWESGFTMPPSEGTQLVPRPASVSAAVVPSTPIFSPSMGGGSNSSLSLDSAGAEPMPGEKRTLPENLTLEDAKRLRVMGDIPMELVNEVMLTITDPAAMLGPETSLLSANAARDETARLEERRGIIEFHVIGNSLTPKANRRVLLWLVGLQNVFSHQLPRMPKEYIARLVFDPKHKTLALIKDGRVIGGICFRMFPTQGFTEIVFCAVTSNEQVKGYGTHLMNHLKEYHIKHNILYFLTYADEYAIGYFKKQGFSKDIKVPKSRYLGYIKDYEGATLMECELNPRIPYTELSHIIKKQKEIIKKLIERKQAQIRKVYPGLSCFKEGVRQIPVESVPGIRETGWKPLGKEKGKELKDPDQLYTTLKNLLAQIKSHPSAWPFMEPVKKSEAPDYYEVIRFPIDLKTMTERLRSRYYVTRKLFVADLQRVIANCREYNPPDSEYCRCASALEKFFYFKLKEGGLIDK
#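 GCN5L2 (20nM final) in 50mM HEPES, 0.1mM EDTA pH 7.5, 0.01% Tween-20 was preincubated 15 min at room temperature with compound, then given ThioGlo1 (50uM), H3(1-25) peptide (75uM) and acetyl-CoA (70uM); CoA-thiol fluorescence (Ex340/Em540) was read at 0 and 20 min.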
# FEN1 inh – inhibitors of human flap endonuclease 1. Recombinant FEN1 flap cleavage, fluorescence, 15 min. 390,000 compounds, 0.35% hits. Potency, µM (doses to about 114 µM), for inactives: at the highest dose activity change, negative = inhibition, usual class: inhibitors; also: nearly all actives have a fitted effect of over 65% in size
#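 In this screen, 50 nM flap DNA substrate was added to 10 nM FEN1 pretreated with compound for 15 min at room temperature; cleavage was followed with reads at 0 and 15 min, and Hill fitting gave concentration–response parameters.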
# N370S GC – inhibits or activates N370S mutant glucocerebrosidase; N370S GC spleen homogenate, 4MU-glucoside fluorescence; P04062; Potency, µM (highest dose often 59.4 µM), for inactives: at the highest dose activity change, negative = inhibition, most hits filed as inhibitors; 330,000 compounds, 0.092% hits; AID 2101;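 also: 0% = full enzyme activity and -100% = no enzyme basal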
# Numbers without * were called inactive; u = inconclusive; x = no result given; & = joins results of further samples; [ ] = remark or other dose. Calls follow the shape of the dose curve; as a rule, active = well fitted curve in the direction sought with a large enough effect; inconclusive = small, poorly fitted or top-dose-only effect, or another doubt; inactive = no such curve, though single readings can be large; an effect the other way counts as inactive or inconclusive. Unless noted, % is scaled to controls: 0 for no effect and ±100 for the full control effect; potency is read from the fitted curve at half-maximal effect. Only part of the results is shown (hit frequency here may not be typical).
cpd	mol	KAT2A inh	FEN1 inh	N370S GC
1	CC(CNC(=O)CN1C(=O)NC2(CCOc3ccccc32)C1=O)c1ccccc1 (stereo not drawn)	1%	18%	x
2	COc1cc(NS(=O)(=O)c2cc3[nH]c(=O)c(=O)[nH]c3cc2C)cc(OC)c1OC	-3%	13%	u
3	CCCCC(C(=O)NC(=O)NCc1ccccc1)N1C(=O)c2ccccc2C1=O (stereo not drawn)	-4%[0.501 µM]	0%	u
4	COc1ccc(NC(=O)CSc2nc(-c3cc(OC)c(OC)c(OC)c3)[nH]c2-c2ccc(F)cc2)cc1	-14%	u	x
5	CCCC12CN3CC(CCC)(CN(C1)C3c1ccc(OC(C)C)cc1)C2=O (stereo not drawn)	-2%	-16%	x
6	CC(=O)Nc1nonc1-c1nnc(SCC(=O)Nc2cc(Cl)ccc2C)n1C	-1%	19%	x
7	O=C(CC(c1ccc(F)cc1)c1ccco1)N1CCOCC1 (stereo not drawn)	-2%	-3%	3%
8	CSc1ccc(CCNC(=O)c2ccc3c(Cl)c4c(nc3c2)CCCC4)cc1	-6%	-11%	x
9	COc1ccc(-n2cnnc2SCC(=O)NCc2cccs2)cc1	2%	9%	4%
10	CCOc1ccc(N(CC(=O)NCc2ccccc2Cl)S(=O)(=O)c2c(C)noc2C)cc1	-22%	15%	0%
11	Cc1ccc(C(OC(=O)c2ccco2)C(=O)NCc2cccs2)cc1 (stereo not drawn)	0%	12%	6%
12	Cc1ccc(N2CCN(C(=O)c3cccn4c(=O)c5ccc(Cl)cc5nc34)CC2C)cc1 (stereo not drawn)	2%	1%	x
13	C=CCSc1nnc2c(n1)OC=Nc1ccc(Br)cc1-2	1%	-4%	2%
14	O=C(O)c1cccc(NC(=O)c2cccc(S(=O)(=O)Nc3cccc(F)c3)c2)c1	-24%	-10%	x
15	O=C(Nc1ccc(O)cc1)c1cc(S(=O)(=O)N2CCCC2)ccc1Cl	-2%	-8%	-4%
16	CCOC(=O)c1cccc(NC(=O)CSc2nc3ccccc3c(=O)n2CCOC)c1	0%	-6%	u
17	S=C(NNc1ccnc2cc(Cl)ccc12)Nc1ccc(Cl)cc1Cl	-4%	3%	-3%
18	Cc1nn(CC(=O)O)c(C)c1[N+](=O)[O-]	-9%	1%	4%
19	Cc1ccc(OCc2ccc(C(=O)Nc3nc4ccccc4n3Cc3ccccc3)o2)c([N+](=O)[O-])c1	-2%	14%	6%
20	Cc1cccc(OCCCC(=O)Nc2sc3c(c2C(N)=O)CCC(C)C3)c1 (stereo not drawn)	-3%	-17%	x
21	CC(C)(C)n1nnnc1CN1CCSCC1	-10%	-5%	0%
22	Cc1nn(-c2ccccc2)nc1C(=O)Nc1ccc2c(c1)OCCO2	-13%	-10%	4%
23	CC1=C(C(=O)Nc2cccc(Cl)c2C)C2(CCCCCC2)OC1=O	-12%	14%	x
24	O=c1oc2cc(O)ccc2cc1-c1nc(-c2ccc(Cl)c(Cl)c2)cs1	-2%	14%	x
25	Cc1cccc(NC(=O)CC2C(=O)NCCN2C(=S)Nc2ccccc2)c1 (stereo not drawn)	20%	-10%	7%
26	C=CCn1c(=O)c2c(nc3n2CC(C)CN3CCc2ccccc2)n(C)c1=O (stereo not drawn)	-5%	5%	0%
27	Cc1ccc(S(=O)(=O)NC(C)C(c2cccs2)N2CCN(c3ccccc3)CC2)cc1 (stereo not drawn)	-16%	-8%	10%
28	O=C(CCCCCN1C(=O)c2ccccc2C1=O)NCc1ccccn1	2%	-9%	4%
29	CC1=Nc2cc(C(=O)NCCCOC(C)C)ccc2Sc2ccc(C)cc21	1%	10%	-4%
30	CC(=O)N1CCN(c2ccc(NC(=O)c3ccc(C(C)(C)C)cc3)cc2)CC1	-18%	0%	-21%
31	CC1(OC(=O)C2CCCC2)C(=O)C=C2C=C(c3ccsc3)N(CCc3ccccn3)C=C2C1=O (stereo not drawn)	0%	-2%	2%[12.8 µM]
32	Cc1nnsc1NC(=O)OCc1ccc(C(F)(F)F)cc1	-4%	6%	x
33	CC(C)Cc1nnc(NC(=O)CCC(=O)Nc2ccc(Cl)cc2)s1	-3%	-16%	u
34	Cc1c(NC(=O)c2cnn3c2NC(c2ccccc2)CC3C(F)(F)F)c(=O)n(-c2ccccc2)n1C (stereo not drawn)	-11%	1%	1%
35	Cc1ccc(NC(=O)c2ccc3c(c2)OCO3)cc1S(=O)(=O)N1CCOCC1	-15%	-19%	x
36	O=C(NC(=S)NCC1CCCO1)c1cccs1 (stereo not drawn)	-4%	2%	2%
37	CCOC(=O)c1c(C)oc2nc(C)nc(NCCc3ccc(S(N)(=O)=O)cc3)c12	3%	-9%	x
38	O=C(NC1CC1)C1CC(=O)N(C2CCCCC2)C1 (stereo not drawn)	-11%	-5%	1%
39	CC(C)(CNCc1ccccc1)NS(=O)(=O)c1ccccc1	0%	2%	x
40	Cn1c(N)c(C(=O)COC(=O)CCOc2ccc(C(C)(C)C)cc2)c(=O)n(C)c1=O	-8%	u	-17%
41	Cc1nc(C)c(-c2csc(Nc3ccc(N)cc3)n2)s1	-3%	-22%	-10%
42	O=C1c2ccccc2C(=O)c2[nH]c(=O)[nH]c21	-2%	u	-5%
43	O=C(/C=C/c1ccccc1)Nc1ccc2c(c1)OCCO2	-11%	3%	-1%
44	CN(Cc1ccco1)C(=O)C1CCN(c2nnc(-n3cccc3)s2)CC1	-11%	16%	15%
45	CN(C(=O)Cn1cccc1C1=NC(c2ccccc2)CO1)c1ccccc1 (stereo not drawn)	-4%	-1%	-4%
46	O=C(O)C1C2C=CC(C2)C1C(=O)Nc1cccc(C(F)(F)F)c1 (stereo not drawn)	1%	2%	-10%
47	O=C(c1ccccc1F)N1CCCC(C(=O)N2CCc3ccccc3C2)C1 (stereo not drawn)	3%	1%	-1%
48	COc1ccc(CNC(=O)COC(=O)c2nc3nc(C)cc(C)n3n2)cc1	3%	0%	x
49	COc1cccc(Oc2cc(NN3CCCCC3)c([N+](=O)[O-])cc2[N+](=O)[O-])c1OC	-28%	6%	6%
50	O=C(/C=C/c1ccccc1)NCCSCc1ccccc1Cl	-4%	-4%	20%
51	O=C(Cn1nnc(-c2ccc(OCc3ccccc3F)cc2)n1)N1CCOCC1	-2%	-6%	3%
52	CCn1cc(/C=C(\NC(=O)c2ccccc2F)C(=O)N2CCOCC2)c2ccccc21	-6%	-10%	-1%
53	Cc1onc(-c2ccc(Cl)cc2)c1-c1ccnn1S(=O)(=O)c1cccc(C(F)(F)F)c1	-11%	-19%	-20%
54	Cc1ccc(S(=O)(=O)NNC(=O)CCC(=O)Nc2ccccc2)cc1	-4%	-3%	7%
55	COc1ccc(CC(=O)NNc2ncnc3c2cnn3-c2ccc(C)cc2)cc1OC	-7%	-1%	23%
56	Cc1ccc(C=NCc2ccncc2)c(O)c1	-3%	-3%	-10%
57	CC(C)(C)Sc1ccc([N+](=O)[O-])cc1C(=O)Nc1ccncc1	-11%	-4%	-6%
58	CCC1CCCCN1CCNC(=O)C1CCCN(S(=O)(=O)c2cccc3nsnc23)C1 (stereo not drawn)	-5%	3%	-13%
59	COc1ccc(S(=O)(=O)N(CC(=O)Nc2cccc(C(F)(F)F)c2)c2ccc(C)cc2)cc1	-7%	-17%	x
60	CCc1ccc(N(C(=O)c2csnn2)C(C(=O)NC(C)(C)C)c2ccncc2)cc1 (stereo not drawn)	-2%	5%	-8%

# Further records.
cpd	mol	KAT2A inh	FEN1 inh	N370S GC
61	COCc1nnc(NC(=O)c2sc3ccccc3c2Cl)s1	-7%	-7%	-3%
62	O=C(c1ccc(F)cc1)N1CCN(CCc2ccncc2)CC1	-4%	-3%	x
63	CC1CCN(C(=O)c2ccccc2NC(=O)c2nsc3ccccc23)CC1	-19%	-22%	x
64	NC(=O)C1CCN(C2OC(=O)c3ccccc32)CC1 (stereo not drawn)	-3%	3%	0%
65	COc1ccc(Cn2nnc3ccccc32)cc1	-3%	10%	-4%
66	COc1ccc(-c2noc(CN3CCN(c4ccccc4OC)CC3)n2)cc1OC	-2%	9%	x
67	O=C(O)c1cc(NS(=O)(=O)c2cccs2)cc(NS(=O)(=O)c2cccs2)c1	-5%	1%	x
68	Cc1nc2sccn2c(=O)c1S(=O)(=O)NCc1ccccc1	4%&-1%	1%&21%	-6%
69	CC1CCN(c2ccc(-c3cccc(NC(=O)c4ccco4)c3)nn2)CC1	4%	3%	-3%
70	COc1ccc2c(C)nc(Nc3nc(C)c(C)c(=O)[nH]3)nc2c1	-3%	45µM*	-1%
71	COc1ccccc1N1CCN(C(=O)C2C3C=CC4(CN(Cc5ccccc5Cl)C(=O)C24)O3)CC1 (stereo not drawn)	-1%	4%	-3%
72	COc1ccc(N2CC(C(=O)Nc3c4c(nn3-c3ccccc3)CS(=O)(=O)C4)CC2=O)cc1 (stereo not drawn)	-4%	5%	-11%
73	CC(=O)c1ccc(NS(=O)(=O)c2cccc(C)c2)cc1	0%	13%	28%
74	CN(CC(=O)OCC(=O)c1c(N)n(C)c(=O)n(C)c1=O)S(=O)(=O)c1ccc(Cl)cc1	-8%	-13%	1%
75	CCC(c1nnnn1C1CCCC1)N1CCN(Cc2ccccc2)CC1 (stereo not drawn)	0%	-4%	2%

# The final three entries of the part above are carried over, then new ones follow:
cpd	mol	KAT2A inh	FEN1 inh	N370S GC
73	CC(=O)c1ccc(NS(=O)(=O)c2cccc(C)c2)cc1	0%	13%	28%
74	CN(CC(=O)OCC(=O)c1c(N)n(C)c(=O)n(C)c1=O)S(=O)(=O)c1ccc(Cl)cc1	-8%	-13%	1%
75	CCC(c1nnnn1C1CCCC1)N1CCN(Cc2ccccc2)CC1 (stereo not drawn)	0%	-4%	2%
76	CCOc1ccccc1NC(=O)NC1(C(=O)N2CCN3CCCC3C2)CCCCC1 (stereo not drawn)	0%	-4%	5%
77	COc1ccc(/C(O)=C2/C(=O)C(=O)N(CCCN3CCOCC3)C2c2ccc(OC)cc2)cc1 (stereo not drawn)	-14%	-6%	0%
78	CN(c1ccccc1C(=O)Nc1cccc(C(F)(F)F)c1)S(C)(=O)=O	-1%	-1%	5%
79	Cc1csc(/C(=N\O)c2csc(C)n2)n1	-3%	2%	-3%[2.35 µM]
80	CC(C)Cc1nnc(NC(=O)CCC(=O)NC2CCCCC2)s1	-1%	-5%	10%
81	Cc1ccc(NC(=O)C2CCCN(S(=O)(=O)c3cccs3)C2)c(C)c1 (stereo not drawn)	-2%	-1%	x
82	O=c1ccc(-c2ccc(S(=O)(=O)Nc3cccc(Br)c3)o2)n[nH]1	-3%	12%	1%
83	Cc1ccc(C)c(C(=O)COc2ncnc3ccccc23)c1	-3%	2%	-9%
84	COc1ccc2c(CNCCc3cccs3)c(C(=O)O)n(Cc3ccccc3)c2c1	1%	17%	x
85	Cc1nc(N2CCOCC2)nc(Oc2ccccc2)c1[N+](=O)[O-]	-14%	-23%	0%
86	COC(=O)c1c(-c2ccc(OC)cc2)sc2ccc(-c3ccc4c(c3)OCO4)cc12	0%	-13%	x
87	COc1cccc(NC(=S)NC(=O)c2cccnc2)c1	-10%	16%	-7%
88	CC(C)c1ccc(NC(=O)CN2C(=O)c3cccc4cccc2c34)cc1	-5%	-9%	x
89	CCO/N=C(\N)c1[nH]ncc1Br	-1%	-8%	-1%
90	CCCCN(C)Cc1c(C(=O)N2CCc3ccccc3C2)nc2ccc(Cl)cn12	-12%	-4%	-13%
91	Cc1cc(/C=N/n2cnnc2)c(C)n1-c1ccc(OCc2ccc(F)cc2)cc1	-7%	-16%	-5%
92	CN(Cc1ccccc1)C(=S)Nc1ccc2nc3n(c(=O)c2c1)CCCCC3	-12%	-8%	9%
93	Cc1nc(-n2nc(C)c(Cc3ccc4c(c3)OCO4)c2C)sc1C(=O)Nc1ccc(Cl)cc1	-1%	-11%	x
94	CCOC(=O)Cn1nc(-c2ccc(Cl)cc2)ccc1=O	1%	11%	9%
95	COCCCNC(=S)N(Cc1cccnc1)Cc1ccc(OC)c(OC)c1	-1%	-5%	1%
96	CCN1CCN(C(=O)Cn2ncc3c4ccccc4n(Cc4ccccc4F)c3c2=O)CC1	0%	-6%	x
97	Cc1ccc(CNC(=S)Nc2cc(C)ccc2OC(F)F)cc1	-3%	-8%	11%
98	C#C[C@@]1(OC(C)=O)CC[C@@H]2[C@@H]3CCC4=C[C@@H](OC(C)=O)CC[C@H]4[C@H]3CC[C@]21C	0%[21.4 µM]	x	5%[21.6 µM]
99	Cc1ccc(-n2ncc(C(=O)NCCCN3CCN(C)CC3)c2C2CCN(C(=O)OC(C)(C)C)CC2)c(C)c1	0%	-3%	x

# Given with each value named: part of the list above.
(95) COCCCNC(=S)N(Cc1cccnc1)Cc1ccc(OC)c(OC)c1
  KAT2A inh: -1%; FEN1 inh: -5%; N370S GC: 1%
(96) CCN1CCN(C(=O)Cn2ncc3c4ccccc4n(Cc4ccccc4F)c3c2=O)CC1
  KAT2A inh: 0%; FEN1 inh: -6%; N370S GC: x
(97) Cc1ccc(CNC(=S)Nc2cc(C)ccc2OC(F)F)cc1
  KAT2A inh: -3%; FEN1 inh: -8%; N370S GC: 11%
